High-throughput results from PubChem BioAssay.
Wnt act – activators of Wnt/beta-catenin signaling. Wnt/beta-catenin reporter cell assay, activator, plate reader. activation, % at 9.35 µM. 300,000 compounds, 1.2% hits; in the data active = activation above about 30%, passing the limit was not always enough; inconclusive = no clear call, values can overlap the other calls;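 also: 0% = neutral control wells and 100% = positive control wells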
cardiac RTF act – cardiac RTF calcium sensitization | P19429+P45379 | IANBD-labeled TnC RTF fluorescence at EC20 calcium; 0% EC20 calcium, 100% full calcium | activation, % at 7.2 µM | 340,000 compounds, 0.24% hits | AID 493008;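 active = activation above the mean over all tested compounds plus 3 SD, cut at about 30% in these data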;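 also: rise in fluorescence read as greater calcium sensitivity of cardiac thin filaments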
Rtt109 HAT inh – C. albicans Rtt109 histone acetyltransferase inhibition; purified Rtt109/Vps75, ThioGlo CoA-SH fluorescence, 4 h; inhibition, % at 34.9 µM; 330,000 compounds, 0.16% hits; AID 540336;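 active = inhibition of at least 50% in every replicate; inconclusive = best replicate reaches 50% inhibition but some replicates fall short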
V-ATPase pHluor – alters yeast V-ATPase proton transport; 350,000 compounds, 0.37% hits; response, % at 10 µM; S. cerevisiae, pHLuorin cytosolic pH fluorescence; in the data active = response mostly above about 7.3%, no sharp cut-off; inactive = mostly below about 5.4%; also: actives read high; inactives centre near 0; some compounds called inactive have numbers as strong as hits
CAL PDZ FP-1 – inhibitors of human CAL PDZ peptide binding; AID 602252; purified CAL PDZ, TMR-peptide fluorescence polarization, 1 h; inhibition, % at 24.9 µM; 300,000 compounds, 0.92% hits; Q9HD26;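 active = mean inhibition of at least 30% with at least half of replicates also reaching 30%; inconclusive = no clear call, values can overlap the other calls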;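 also: 0% = DMSO neutral control and 100% = excess unlabeled competitor peptide PRC23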
MITF act – increases MITF-driven TRPM1 promoter luciferase signal; SK-MEL-5 TRPM1-promoter luciferase, 24 h; % of positive control, neutral wells = 0; activation, % at 12.5 µM; 300,000 compounds, 0.75% hits;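 active = mean activation of at least 80% with every replicate also reaching 80%; inconclusive = mean reaches 80% but some replicate falls short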;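 also: 0% = neutral control wells and 100% = parthenolide positive control wells; values of inactives mirror those of a sister screen read the other way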
CAL PDZ FP-2 – human CAL PDZ-peptide interaction inhibition; Q9HD26; purified CAL PDZ, TMR-peptide fluorescence polarization, 1 h; inhibition, % at 20 µM; 330,000 compounds, 0.02% hits; AID 504414;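 active = highest replicate inhibition of at least 40%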;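 also: plate controls were DMSO neutral control wells for no effect and unlabeled competitor peptide control wells for full effect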
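Test system: tagged CAL PDZ domain / Buffer or medium: sodium phosphate/NaCl buffer pH 7.4 with TCEP, IgG, Thesit / Reagent: TMR-labelled reporter peptide T*-PRC34 bound in PDZ groove / Compound dosing: single point, 20 µM / Schedule: 1 h incubation at room temperature before polarization reading / Technique: fluorescence polarization (mP) / Benchmarks: unlabelled peptide, DMSO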
Tat export inh – inhibitors of E. coli Tat protein transport; E. coli MC4100 TorA-mCherry Tat export, fluorescence; AID 488895; 340,000 compounds, 0.036% hits; inhibition, % at 10 µM;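 active = mean replicate inhibition at least 50% and at least half of replicates individually reaching 50%; inconclusive = only one of the two criteria met; inactive = neither criterion met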;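 also: exported cargo escapes ClpAP degradation while cytoplasmic cargo is degraded and loses fluorescence; 0% = median of neutral control wells and 100% = median of NaSCN control wells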
CDK5 p35 inh – inhibitors of human CDK5/p35 kinase | Q00535+Q15078 | Recombinant CDK5/p35, ADP-Glo luminescence, 60 min | inhibition, % at 10 µM | 330,000 compounds, 0.01% hits | AID 488839;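 active = highest replicate inhibition of at least 50% and at least 75% of replicates reaching 50%; inconclusive = only one of the two criteria met; inactive = both criteria failed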;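 also: plate controls were DMSO neutral control for no effect and GW8510 at 10 µM for full effect; many of its hits are not listed in these tables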
Target sequence (Q00535 whole entry, looked up): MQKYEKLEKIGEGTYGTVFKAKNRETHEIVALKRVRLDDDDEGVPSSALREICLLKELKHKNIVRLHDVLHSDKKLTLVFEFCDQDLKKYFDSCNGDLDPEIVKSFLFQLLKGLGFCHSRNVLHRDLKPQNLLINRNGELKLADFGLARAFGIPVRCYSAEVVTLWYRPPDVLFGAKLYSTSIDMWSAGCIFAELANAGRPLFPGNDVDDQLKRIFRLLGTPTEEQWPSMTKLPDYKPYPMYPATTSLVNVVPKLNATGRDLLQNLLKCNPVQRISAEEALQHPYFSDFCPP
Target sequence (Q15078 whole entry, looked up): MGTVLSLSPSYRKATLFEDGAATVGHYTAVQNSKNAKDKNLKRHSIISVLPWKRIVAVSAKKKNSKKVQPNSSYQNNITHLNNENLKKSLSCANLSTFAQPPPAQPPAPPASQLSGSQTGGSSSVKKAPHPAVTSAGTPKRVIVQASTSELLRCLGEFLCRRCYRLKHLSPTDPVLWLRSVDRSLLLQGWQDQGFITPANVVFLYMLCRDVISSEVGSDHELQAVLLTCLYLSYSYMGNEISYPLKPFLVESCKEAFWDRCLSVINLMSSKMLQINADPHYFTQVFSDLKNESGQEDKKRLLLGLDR
dFosB activator – mouse delta FosB homodimer activation | AID 493131 | activation, % at 25 µM | 340,000 compounds, 0.99% hits | purified delta FosB, TAMRA-CDK5 oligo fluorescence polarization; percent of positive-control signal above neutral wells;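 active = mean activation above about 17%, with every replicate also reaching it, limit read from the data, passing the limit was not always enough; inconclusive = only one of the two conditions met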;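 also: fluorescence polarization rise as delta FosB binds a TAMRA Cdk5 AP-1 oligo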
Target sequence (P13346 whole entry, looked up): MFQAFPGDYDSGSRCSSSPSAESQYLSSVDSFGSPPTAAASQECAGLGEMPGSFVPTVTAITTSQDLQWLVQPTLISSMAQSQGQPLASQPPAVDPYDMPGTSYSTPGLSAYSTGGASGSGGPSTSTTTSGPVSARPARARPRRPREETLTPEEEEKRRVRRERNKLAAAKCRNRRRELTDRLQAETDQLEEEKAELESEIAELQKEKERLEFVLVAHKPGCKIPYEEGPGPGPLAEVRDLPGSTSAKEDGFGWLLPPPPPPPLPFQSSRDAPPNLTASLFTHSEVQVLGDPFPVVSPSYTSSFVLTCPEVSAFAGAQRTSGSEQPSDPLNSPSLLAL
* hit, by the source's call; ? = inconclusive; · = not tested or not shown.

SMILES	Wnt act	cardiac RTF act	Rtt109 HAT inh	V-ATPase pHluor	CAL PDZ FP-1	MITF act	CAL PDZ FP-2	Tat export inh	CDK5 p35 inh	dFosB activator
COc1cc(C2/C(=C(\O)c3cc(C)ccc3C)C(=O)C(=O)N2CCN(C)C)ccc1O (stereo unspecified)	·	1	-10	-4	·	1	-0.6	-3	0.4	-3
COc1ccc(Cl)cc1Nc1cc(C)nc2nc(C)nn12	-2	3	-3	6	-4	-2	0.4	4	1.0	-9
C/C(=N/NC(=O)CN1CCN(S(=O)(=O)c2ccc(C)cc2)CC1)c1ccco1	-1	-5	-1	-5	-1	-3	-2.0	-1	1.3	-2
C/C(=N\NC(=O)c1[nH]c2c([N+](=O)[O-])cc(C)cc2c1-c1ccccc1)c1cccnc1	·	-7	-4	2	-10	-31	-2.6	-1	1.0	-6
COc1ccc(C(C)=O)cc1CS(=O)(=O)CC(=O)O	0	0	·	-3	-3	-12	0.8	0	1.3	0
Cc1ccc(NC(=O)c2ccc(Nc3c([N+](=O)[O-])cc([N+](=O)[O-])cc3[N+](=O)[O-])cc2)cc1	0	0	-1	0	0	-3	-1.1	-7	2.5	-21
CC(=O)c1ccc(Oc2cc(C)nc(NCc3ccccc3)n2)cc1	·	-1	-3	-5	-1	-14	1.5	-4	0.9	-5
CC(C)(C)Nc1c(N)c(=O)oc2ccccc12	·	-6	2	-7	4	4	0.4	-2	-0.3	3
COC(=O)c1cc(NC(=O)c2c(-c3c(Cl)cccc3Cl)noc2C)ccc1N1CCOCC1	-2	-5	-8	-5	2	-6	-1.1	-17	0.0	-2
CCOc1ccc(S(=O)(=O)Nc2ccc(Cl)cn2)c(C)c1C	0	1	5	-4	-4	·	0.1	-1	0.6	0
Cc1ccc(C(C)NC(=O)c2ccco2)cc1C (stereo unspecified)	·	-5	-4	0	-6	-12	-2.8	-6	0.6	3
CCOC(=O)CSc1nnc(-c2ccc(S(=O)(=O)N3CCC(C)CC3)cc2)o1	·	-1	21	-3	-2	·	-0.1	-1	5.4	1
Nc1nc(NCc2ccccc2Cl)n(-c2ccccc2)n1	-3	-7	5	-1	-2	5	·	-2	1.3	5
CC1CN(S(=O)(=O)c2cccc(C(=O)Nc3ccc(S(=O)(=O)NC4=NCCCCC4)cc3)c2)CC(C)O1 (stereo unspecified)	-3	0	7	-1	-3	-12	-3.2	17	2.4	-9
Cn1cc(Cl)c(C(=O)N2CCN(c3ncccn3)CC2)n1	6	-3	-4	3	-1	-11	-4.7	0	0.1	-8
CCCN1C(=O)NC2(O)C(=O)c3ccccc3C12O (stereo unspecified)	-1	8	-10	3	-4	-8	-0.6	-7	-0.8	-3
O=C(O)/C=C/C(=O)Nc1ccc2c(c1)C(=O)c1ccccc1C2=O	50*	1	3	-3	98*	18	-0.2	-8	1.6	-13
COC(=O)C1C(=O)C2=C(CC1C)NC(C)=C(C(=O)OC(C)C)C2c1ccc(C)o1 (stereo unspecified)	·	0	3	-3	-2	10	-2.2	0	0.1	-9
Cc1ccc(CNC(=O)CCSCc2ccccc2F)cc1	2	-3	-1	3	-6	-3	-1.3	-3	0.5	2
COc1ccc(CC(=O)Nc2nncs2)cc1OC	1	-4	-4	4	-1	0	-1.2	5	2.8	5
O=C(c1ccc(Cl)s1)N1CCN(C23CC4CC(CC(C4)C2)C3)CC1	·	-5	9	-7	-4	8	-1.6	-9	-1.8	-2
COc1ccc(N(CC(=O)O)S(=O)(=O)c2cccnc2)cc1	·	-1	2	4	0	4	-5.3	-5	0.2	-1
C=CCn1c(SCC(=O)N2CCOCC2)nc2c([nH]c3ccccc32)c1=O	11	-2	8	1	-3	-12	-0.8	1	-0.9	2
COc1ccc(/C=C/C(=O)C(C(N)=O)=C2SCCS2)cc1	3	-4	-20	-2	1	35	-0.7	-1	1.2	2
COc1cccc(CN(C)C(=O)c2cccc(S(=O)(=O)NCc3ccccc3)c2)c1OC	1	2	4	-3	-3	-12	-3.3	5	-0.4	-5
O=C(O)CCCCCNC(=O)CSc1nnc(-c2ccco2)n1-c1ccccc1	1	-7	2	1	-1	-2	0.2	-6	0.8	-1
COc1ccc(/C=C2/SC(=O)N(CCNC(=O)C3COc4ccccc4O3)C2=O)cc1 (stereo unspecified)	5	5	-2	1	1	-3	0.3	4	0.1	-11
CC(C)c1ccccc1NC(=O)C1CCCN(C(=O)c2ccc(Cl)cc2)C1 (stereo unspecified)	-3	-5	-1	-9	·	-2	-1.2	-7	0.1	-7
Cc1ccc(C)c(CN2CCC(n3nccc3NC(=O)C3CCCC3)CC2)c1	-1	0	-5	-2	-2	4	-2.6	-4	0.1	-8
O=S(=O)(c1ccc(F)c(F)c1)N1CCN(c2ccccn2)CC1	-1	-6	7	0	-5	-2	-0.2	5	0.1	2
COc1ccc2c(c1OC)C(=O)N(c1ccc(C)c(C)c1)C2=O	11	6	-6	-1	-1	·	-0.8	2	0.4	4
N#C/C(C(N)=O)=C1/CCc2ccccc2N1	-1	-3	3	13*	1	10	-1.0	0	3.6	-6
Cc1ccc2c(c1)C1CN(C)CCC1N2C(=O)c1cccc(S(=O)(=O)N(C)C)c1 (stereo unspecified)	1	1	·	-2	-3	-3	-1.0	14	0.4	-11
CN(C)c1ccc(N2C(=NC(=O)COc3ccccc3)SC3CS(=O)(=O)CC32)cc1 (stereo unspecified)	3	-1	-4	-1	-7	23	0.5	0	0.1	-3
COCCOc1cc(NC(=O)c2sccc2Oc2ccc([N+](=O)[O-])cc2F)c(Cl)cc1Cl	-3	-5	17	-1	3	3	-1.0	3	0.5	0
FC(F)(F)c1cccc(Sc2nc(-c3ccccc3)nnc2C(F)(F)F)c1	·	2	3	-1	-5	-35	-0.5	0	0.0	7
CC(NC(=O)Nc1cccc([N+](=O)[O-])c1)(C(F)(F)F)C(F)(F)F	·	3	-15	·	25	-6	-0.9	-11	-0.1	-12
O=C(Nc1ccc(F)c(Cl)c1)C1CC2CCC1C2 (stereo unspecified)	-1	7	0	-1	16	8	-0.8	-1	0.4	0
CCN(CC)S(=O)(=O)c1cccc(NC(=O)c2cc3ccccc3o2)c1	9	-4	7	-3	-3	8	-2.0	-4	0.6	-12
COc1ccc(NC(=O)CSc2nccn2C)cc1S(N)(=O)=O	0	1	15	-1	3	-5	-0.5	5	-0.6	-3
Clc1ccc(Cn2nnc3ccccc32)cc1	0	-8	8	3	0	·	2.6	10	-6.8	3
CC(C)(C)c1ccc(OC(=O)c2ccc3nsnc3c2)cc1	-9	3	-9	-4	-1	8	-1.4	-1	-1.1	-2
CN(C)c1ccc(/C=N/O)cc1	4	2	-4	-5	-5	15	-0.6	-2	-0.5	4
Cc1cccc2cc(CNCC3CCCO3)c(Cl)nc12 (stereo unspecified)	0	-3	19	4	0	1	0.0	6	-0.4	-10
COC(=O)C1=CN(Cc2ccc(OC)c(OC)c2)C=C(C(=O)OC)C1c1cccc(OC)c1OC	3	-3	-186	-1	-5	9	-0.1	0	0.4	-5
C=CCn1c(NC(=O)c2ccccc2)nc2ccccc21	-1	0	5	5	-4	·	-1.0	-3	-0.5	-2
O=C(CSc1nc2ncc(Cl)cc2[nH]1)NCCc1ccc(F)cc1	-3	-5	-2	0	·	-11	-2.3	-5	1.8	-7
CCN(CC(=O)Nc1ccc(NC(C)=O)cc1)C(=O)/C=C/c1cn(-c2ccccc2)nc1-c1cccs1	-2	4	1	3	1	24	-2.4	6	1.1	11
COc1cc(-c2nc3n(n2)C(c2ccc(F)cc2)C2=C(CCCC2=O)N3)cc(OC)c1OC (stereo unspecified)	5	1	2	-1	-8	·	-2.0	-11	-1.0	-1
O=C(NCc1cccnc1)C1COc2ccccc2O1 (stereo unspecified)	·	-1	4	-4	-1	-3	-3.1	3	-1.5	5
Cc1ccc(S(=O)(=O)N2Cc3ccccc3CC2C(=O)Nn2cnnc2)cc1 (stereo unspecified)	-6	1	2	-1	1	-12	-1.1	0	0.0	3
CC(C)=CCCC1=CCC2C(=O)NNC(=O)C2C1 (stereo unspecified)	1	-1	8	-4	-3	1	-0.4	-3	-0.6	-4
Cc1ccc(S(=O)(=O)N2CCOCC2)cc1C(=O)N1CCOCC1	-1	-3	0	-1	2	·	-2.7	4	-1.8	0
Cc1cc2cc(CNC(=O)c3ccc(S(=O)(=O)N4CCCC4)cc3)ccc2n1C	-10	4	-7	-1	5	-5	0.8	-3	1.9	-8
Clc1cccc(Cl)c1Cn1nnc(N2CCCC2)n1	8	3	-9	1	7	·	-0.7	2	1.2	-9
CC(C)NCc1c(O)c(Br)cc2oc3c(c12)CCCC3	1	6	3	-4	-1	-1	-0.6	6	-1.3	1
CC(=O)c1cccc(NC(=O)c2ccc(Br)o2)c1	?	8	8	4	-2	9	·	2	-1.7	-16
CCN(CC)c1ccc(C(=O)OCC(=O)N(C(C)C)C(C)C)cc1	-2	-1	0	-2	2	8	0.0	1	-1.0	-6
N/C(=N\OC(=O)C(c1ccccc1)c1ccccc1)c1cccnc1	-2	-1	8	-2	-10	4	·	2	-0.5	-1
CCOC(=O)c1c(CN2CCCCC2)oc2ccc(O)cc12	·	-4	-3	3	-2	-13	-0.9	4	-1.5	-1
The list goes on.
SMILES	Wnt act	cardiac RTF act	Rtt109 HAT inh	V-ATPase pHluor	CAL PDZ FP-1	MITF act	CAL PDZ FP-2	Tat export inh	CDK5 p35 inh	dFosB activator
O=C(NCCc1ccc(Cl)cc1)c1ccc(CS(=O)Cc2ccccc2Cl)o1 (stereo unspecified)	2	-3	10	3	·	5	-0.9	-5	1.0	-5
CN1CCN(S(=O)(=O)c2ccc(NC(=O)C3CCCO3)cc2)CC1 (stereo unspecified)	·	-1	0	-1	0	2	-2.6	-3	-0.7	-1
CCn1ncc(Br)c1C(=O)Nc1cc([N+](=O)[O-])ccc1C	-3	-4	1	1	-3	-15	-1.4	6	1.7	0
CCc1ccc(C(C(=O)NC2CCCC2)N(Cc2cccnc2)C(=O)c2csnn2)cc1 (stereo unspecified)	-5	-4	-6	2	-3	-3	0.4	-2	-0.6	-4
O=C(COc1cccc2cccnc12)Nc1cccc(S(=O)(=O)N2CCCC2)c1	4	4	3	-2	·	7	-3.8	-2	0.0	-28
CC(=O)NS(=O)(=O)c1cccnc1Nc1ccc(Cl)c(Cl)c1	·	-2	3	0	-4	-7	0.7	-1	-0.3	-3
O=S(=O)(/N=C(/c1ccccc1)N1CCCCC1)c1ccccc1	-3	3	-2	-2	-6	4	0.1	-4	1.0	2
CCCCCCCCc1c(O)nc(-n2[nH]c(C)c(CCO)c2=O)[nH]c1=O	-1	-1	3	2	-1	-9	0.7	-1	-1.1	0
O=C(CSc1ccccc1)NCc1ccccc1	4	-1	-1	-1	1	36	-1.5	4	-0.6	-6
Nc1nc(CSc2ccccc2)nc(N2CCCCC2)n1	?	-3	21	4	3	79	-1.6	10	0.3	-6
